# rTrxR1 inhibitor – blocks rat thioredoxin reductase 1 | O89049 | recombinant rTrxR1, NADPH fluorescence consumption, selenite substrate | Potency, µM (highest dose often 114 µM), for the others: top-dose activity change, negative = inhibition, hits mostly inhibitors | 390,000 tested, 1% active | AID 588453; note: potency is the fitted concentration of half-maximal effect; % is set by controls: 0 for no effect and ±100 for the full control effect; nearly all actives have a fitted effect of over 65% in size
#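 Rat TrxR1 (90 nM in the dispensed reagent) was pre-reduced with 400 uM NADPH for 5 min at room temperature, then incubated with compound for 15 min. After 400 uM selenite was added, NADPH fluorescence (Ex 340/Em 450 nm) was followed for 8 min.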
# IDH1 R132H inh – human IDH1 R132H inhibition. IDH1-R132H enzyme, NADPH consumption, diaphorase/resazurin fluorescence. 390,000 tested, 0.093% active. AID 602179. Potency, µM (series often up to 76.6 µM), for inactives: at the top dose activity change, negative = inhibition, actives largely listed as inhibitors. O75874; note: potency is the fitted concentration of half-maximal effect; % is set by controls: 0 for no effect and ±100 for the full control effect; nearly all actives have a fitted effect of over 65% in size
#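 IDH1-R132H (0.5 ug/mL dispensed) in pH 7.5 Tris buffer was preincubated 30 min with compound, then given a substrate mix of 0.016 mM NADPH and 2 mM alpha-KG for 80 min at room temperature; remaining NADPH was read by diaphorase/resazurin fluorescence.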
# D2 antag – D2 dopamine receptor (human) antagonism. HEK293 TREx D2 cells, calcium flux, dopamine EC80. 340,000 tested, 2% active. inhibition, % at 10 µM. AID 485344; in the data active = inhibition above about 30%; note: 0% is about no effect
#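 Tetracycline-induced HEK293 T-REx cells expressing D2 force-coupled to calcium signalling were dye-loaded, exposed to compound for 180 s, then challenged with an EC80 of dopamine; calcium flux was followed kinetically for a further 180 s.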
# TrxR1 substrate – is turned over as a substrate by rat TrxR1; O89049; purified TrxR1 substrate turnover, NADPH consumption readout; Potency, µM (titrated, usually from 114 µM), inactives show top-dose activity change, negative = substrate turnover; 390,000 tested, 0.01% active; AID 588456; note: potency is the fitted concentration of half-maximal effect; % is set by controls: 0 for no effect and ±100 for the full control effect; nearly all actives have a fitted effect of over 50% in size
#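 Rat TrxR1, dispensed at 90 nM, was prereduced with 400 uM NADPH (final) for 5 min at ~22 deg C, then incubated with compound 15 min before 400 uM selenite. A first-read NADPH fluorescence drop versus no-compound background flagged substrates.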
# D2 ag – D2 dopamine receptor (human) agonism. activation, % at 2 µM. 340,000 tested, 0.53% active. HEK293 T-REx D2 cells, calcium flux agonist mode. P14416;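 active = activation over 3 SD above normal in the single-dose calcium agonist read, cut at about 30% in these data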; note: 0% is about no effect
#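 In this primary screen, compounds producing a positive calcium signal within 180 s of addition to tetracycline-induced, force-coupled HEK293 Trex D2 cells are flagged; cells are dye-loaded with a no-wash calcium kit beforehand.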
# TRHR enhancer – allosteric enhancers of human TRH receptor; 360,000 tested, 0.66% active; enhancement, % at 2 µM; TRHR cells, fluo-8 calcium fluorescence, EC20 TRH enhancement; AID 493056; in the data active = enhancement above about 30%; note: 0% is about no effect
#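 Enhancer read-out: after compound pinning and an initial kinetic agonist-mode read, an EC20 of TRH (10 nM final) was injected and fluo-8 calcium signal (Ex 480/Em 530) followed at 1 s/cycle for 100 cycles in TRHR-expressing cells.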
# USP1 inh – blocks the human USP1/UAF1 deubiquitinase complex | Potency, µM (series often up to 57.1 µM), for the others: top-dose activity change, negative = inhibition, hits mostly inhibitors | recombinant USP1/UAF1, Ub-Rhodamine cleavage fluorescence | 390,000 tested, 0.23% active | AID 743255; note: potency is the fitted concentration of half-maximal effect; % is set by controls: 0 for no effect and ±100 for the full control effect; nearly all actives have a fitted effect of over 60% in size; inactives centre near -12
# Target sequence (O94782 whole entry, looked up): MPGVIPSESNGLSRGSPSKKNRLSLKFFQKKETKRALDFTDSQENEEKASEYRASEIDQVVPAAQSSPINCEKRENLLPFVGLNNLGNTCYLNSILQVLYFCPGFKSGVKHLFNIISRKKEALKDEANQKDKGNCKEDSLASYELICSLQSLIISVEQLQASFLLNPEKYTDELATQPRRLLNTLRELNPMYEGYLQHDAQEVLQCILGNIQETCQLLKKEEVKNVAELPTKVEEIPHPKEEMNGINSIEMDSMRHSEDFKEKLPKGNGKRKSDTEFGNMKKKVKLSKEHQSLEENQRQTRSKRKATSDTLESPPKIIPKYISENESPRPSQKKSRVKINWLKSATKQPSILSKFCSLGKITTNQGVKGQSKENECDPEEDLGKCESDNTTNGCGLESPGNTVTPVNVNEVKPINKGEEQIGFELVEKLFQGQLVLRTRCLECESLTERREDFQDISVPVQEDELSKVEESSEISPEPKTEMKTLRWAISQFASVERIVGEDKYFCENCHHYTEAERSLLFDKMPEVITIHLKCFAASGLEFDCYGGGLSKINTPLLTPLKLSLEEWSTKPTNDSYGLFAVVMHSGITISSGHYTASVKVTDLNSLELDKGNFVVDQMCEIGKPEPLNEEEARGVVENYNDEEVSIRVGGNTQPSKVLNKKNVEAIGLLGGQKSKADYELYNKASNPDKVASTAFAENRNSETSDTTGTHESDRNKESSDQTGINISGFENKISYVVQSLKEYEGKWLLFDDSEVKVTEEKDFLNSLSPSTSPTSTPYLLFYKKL
#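 High-throughput fluorogenic screen: 1nM USP1/UAF1 complex, Ub-Rho substrate 150nM final, 50mM HEPES pH 7.8 with 0.5mM EDTA, 0.1 mg/ml BSA, 1mM TCEP and 0.01% Tween-20.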
# PI4K2A block – inhibitors of human PI4K2A; purified PI4K2A, ADP-Glo luminescence, 1 h; active compounds read low; activity change, negative = inhibition, % at 76.9 µM; 420,000 tested, 0.13% active; AID 1346378; in the data active = activity change below about -50%; inconclusive = mostly about -30% to -49%;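 note: -100% = wells without enzyme as full effect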
#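 ADP-Glo luminescence measured ADP generated by PI4K2A enzyme (4 ug/mL before mixing) with 1.2 mM PI substrate (pre-mix) and 300 microM ATP (pre-mix). Tris pH7.5 buffer with MgCl2, Triton X-100; 1 h reaction at ambient temperature.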
# TRHR agonist – TRH receptor (human) agonism; 360,000 tested, 0.18% active; activation, % at 2 µM; AID 493084; TRHR cells, calcium flux fluo-8, FDSS agonist mode; in the data active = activation above about 30%; note: 0% is about no effect
#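 TRHR-expressing cells, plated overnight in medium with 10% serum, were loaded with fluo-8 calcium dye at room temperature. After a 10 s baseline, library compound was pin-added and calcium release was recorded kinetically (ex 480/em 530) as agonist response.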
# * hit, by the source's call; u = inconclusive; x = not tested or not shown; [ ] = another dose, or the depositor's remark. Unless noted, calls come from the whole dose curve; as a rule, active = well fitted inhibition curve with a large enough effect; inconclusive = small, poorly fitted or top-dose-only effect; inactive = no such curve, though single readings can be large or run the other way.
nr	SMILES	IDH1 R132H inh	PI4K2A block	TRHR agonist	TrxR1 substrate	USP1 inh
1	Cc1cc(OCC(=O)c2ccc(Br)cc2)ccc1N1C(=O)CCC1=O	1%	7	-0.1	-1%[57.1 µM]	1%
2	CCOC(=O)CNC(=O)C1Cc2ccccc2CN1S(=O)(=O)c1cccs1 (centres undefined)	8%	-1	0.9	4%[57.1 µM]	-2%
3	Cc1cc(C)c(S(=O)(=O)N2CCCCC2)c(C)c1N(C)S(=O)(=O)c1ccc(Cl)cc1	4%	4	0.0	2%[57.1 µM]	-22%
4	CCO[C@@H]1OC(C(=O)N2CCOCC2)=C[C@H](c2ccc(Br)cc2)[C@H]1CCCO	-8%	-1	-0.8	1%	-23%
5	CCc1ccccc1N1C(=O)CC(Sc2nccc(C)n2)C1=O (centres undefined)	-3%	3	0.0	0%	-11%
6	CN1C(C(=O)NCc2cccc(Br)c2)CC2Cn3c(nc4cc5ccccc5cc43)C21 (centres undefined)	-7%	3	-0.3	1%[57.1 µM]	-23%
7	Cn1ccc2c(OCC(=O)NCc3ccccc3)cccc2c1=O	-6%	2	-0.1	3%[57.1 µM]	-4%
8	CCCCCNC(=O)c1ccc2c(=O)n(CCOC)c(=O)[nH]c2c1	2%	-1	-0.2	8%[57.1 µM]	-22%
9	COc1cccc(N2C(=O)CC(NNc3nc4ccccc4s3)C2=O)c1 (centres undefined)	10%	-1	-0.4	-16%[57.1 µM]	-9%
10	Cc1ccc(Nc2ccc3cc(S(=O)(=O)N4CCCCC4)ccc3n2)cc1F	-2%	-1	0.9	13%[57.1 µM]	-6%
11	COc1ccc(S(=O)(=O)N2CCCC2CNC(=O)C(=O)NCc2ccccn2)cc1 (centres undefined)	3%	2	0.3	-3%	0%
12	COc1ccc(CN2CCCN(CC(=O)Nc3ccc(Br)cc3F)S2(=O)=O)cc1	-9%	1	-0.1	3%[57.1 µM]	-20%
13	CN(C)c1ccc(N2C(=O)CC(Sc3ccccc3C(=O)O)C2=O)cc1 (centres undefined)	8%	-2	0.3	-9%	-9%
14	COc1ccc(C(=O)N2CCN=C2c2ccccc2)cc1OC	20%	-1	0.2	-5%	-2%
15	COc1ccc2c(CCNC(=O)/C=C/c3ccc(OC)c(OC)c3)c[nH]c2c1	5%	2	0.3	-2%	-7%

nr	rTrxR1 inhibitor	D2 antag	TRHR enhancer	D2 ag
1	-5%[57.1 µM]	-1	-3	-0.1
2	15%[57.1 µM]	12	2	-0.5
3	4%[57.1 µM]	0	-13	0.8
4	5%	17	6	1.2
5	-7%	-1	4	0.2
6	-8%[57.1 µM]	-30	3	0.0
7	14%[57.1 µM]	x	-1	x
8	4%[57.1 µM]	1	3	0.9
9	21%[57.1 µM]	-2	-3	1.2
10	8%[57.1 µM]	x	-5	0.9
11	5%	-3	-4	0.2
12	9%[57.1 µM]	x	-5	2.3
13	79µM*	6	-3	0.9
14	-10%	12	8	0.9
15	-1%	3	5	-0.1

# Entries of single compounds, looked up by structure. Values in the order: IDH1 R132H inh, PI4K2A block, TRHR agonist, TrxR1 substrate, USP1 inh, rTrxR1 inhibitor, D2 antag, TRHR enhancer, D2 ag
# Shown for Cc1ccc(Nc2ccc3cc(S(=O)(=O)N4CCCCC4)ccc3n2)cc1F = -2%, -1, 0.9, 13%[57.1 µM], -6%, 8%[57.1 µM], x, -5, 0.9
# Shown for Cn1ccc2c(OCC(=O)NCc3ccccc3)cccc2c1=O = -6%, 2, -0.1, 3%[57.1 µM], -4%, 14%[57.1 µM], x, -1, x
# Shown for CCO[C@@H]1OC(C(=O)N2CCOCC2)=C[C@H](c2ccc(Br)cc2)[C@H]1CCCO = -8%, -1, -0.8, 1%, -23%, 5%, 17, 6, 1.2
# Shown for COc1ccc(S(=O)(=O)N2CCCC2CNC(=O)C(=O)NCc2ccccn2)cc1 (centres undefined) = 3%, 2, 0.3, -3%, 0%, 5%, -3, -4, 0.2

# Shown with two lines to a compound: entries from further up
# Each structure is followed by: IDH1 R132H inh, PI4K2A block, TRHR agonist, TrxR1 substrate, USP1 inh, rTrxR1 inhibitor, D2 antag, TRHR enhancer, D2 ag
[9] COc1cccc(N2C(=O)CC(NNc3nc4ccccc4s3)C2=O)c1 (centres undefined)
  10%, -1, -0.4, -16%[57.1 µM], -9%, 21%[57.1 µM], -2, -3, 1.2
[2] CCOC(=O)CNC(=O)C1Cc2ccccc2CN1S(=O)(=O)c1cccs1 (centres undefined)
  8%, -1, 0.9, 4%[57.1 µM], -2%, 15%[57.1 µM], 12, 2, -0.5
[5] CCc1ccccc1N1C(=O)CC(Sc2nccc(C)n2)C1=O (centres undefined)
  -3%, 3, 0.0, 0%, -11%, -7%, -1, 4, 0.2

# (continued)
nr	SMILES	IDH1 R132H inh	PI4K2A block	TRHR agonist	TrxR1 substrate	USP1 inh
16	C/C=C(\C)C(=O)NCCN1C2=NC[C@H](Cc3ccc(O)cc3)N2C[C@@H]1Cc1ccc(OC)cc1	7%	-6	-0.7	-7%	u
17	COc1ccccc1NC(=O)COC(=O)C12CC3CC(CC(Cl)(C3)C1)C2	-7%	7	-0.3	-7%	-25%
18	COc1ccc(SCC(=O)c2cc(C)c(OC(=S)N(C)C)c(C)c2)cc1	4%	-2	-0.4	0%	-24%
19	Cc1cc2c(=O)n(Cc3ccco3)c(SCC(=O)NCc3ccco3)nc2s1	0%	7	-1.9	7%[57.1 µM]	-13%
20	Cc1ccc(NC(=O)N2CCC(n3c(C)nc4cccnc43)CC2)c(Cl)c1	-13%	-4	0.1	-2%[57.1 µM]	-15%
21	Cc1cccc(NC(=O)CSc2nnnn2-c2ccc3c(c2)OCCO3)n1	3%	-9	-0.1	0%[57.1 µM]	-4%
22	CCOC(=O)/C=C1\Nc2ccccc2SC1=O	1%	-1	-0.6	9%[57.1 µM]	-9%
23	COC(=O)c1cccc(NC(=S)Nc2cccc(Cl)c2C)c1	-3%	-7	0.0	-6%	2%
24	CN(C)C(=O)C1C2NC(=S)N(c3ccccc3)C1(C)Oc1ccccc12 (centres undefined)	0%	0	-0.1	-12%[57.1 µM]	-17%
25	CCCC(=O)NCc1ccccc1Cl	8%	1	-0.3	3%	-10%
26	O=C(N/N=C/c1cccnc1)c1cc2ccccc2o1	7%	-2	0.7	-10%	8%
27	CCOC(=O)c1ccccc1NC(=O)N(C)CCc1c(C)nn(CC)c1C	-9%	-5	-1.3	8%[57.1 µM]	-26%
28	O=C1c2ccccc2CCC12N=NCC2c1ccc(Cl)cc1 (centres undefined)	9%	-1	-0.7	-9%	-3%
29	O=C(CNC(=O)c1cccs1)Nc1cccc(S(=O)(=O)N2CCOCC2)c1	-2%	-2	-0.2	-7%	-7%
30	Cc1cc(C)n(-c2nc3ccccc3nc2Nc2ccc(Cl)c(Cl)c2)n1	-15%	0	1.4	2%	-13%

nr	rTrxR1 inhibitor	D2 antag	TRHR enhancer	D2 ag
16	-10%	-3	-4	0.2
17	3%	-19	0	-0.8
18	23%	2	-4	-0.2
19	u	2	0	-0.7
20	3%[57.1 µM]	x	3	-1.1
21	11%[57.1 µM]	-7	-15	-0.1
22	9%[57.1 µM]	-4	21	0.4
23	-35%	5	1	0.1
24	30%[57.1 µM]	0	0	1.1
25	19%	-6	1	1.2
26	9%	3	26	0.3
27	19%[57.1 µM]	x	-5	0.1
28	-5%	x	0	x
29	1%	-5	-2	0.9
30	-3%	x	-10	-0.3

# Next section
nr	SMILES	IDH1 R132H inh	PI4K2A block	TRHR agonist	TrxR1 substrate	USP1 inh
31	O=C(Nc1ccccc1C(=O)N1CCOCC1)c1ccc(Br)cc1	-7%	3	0.0	0%	-9%
32	Cc1nc(CC(=O)c2ccc(O)c(C)c2O)cs1	4%	2	-0.4	0%[57.1 µM]	-9%
33	CC1CCCN(S(=O)(=O)c2ccc([N+](=O)[O-])cc2)C1 (centres undefined)	13%	0	-1.5	5%	-10%
34	CCn1c(SCC(=O)N/N=C/c2ccccc2OCC(=O)O)nnc1-c1ccc(C(C)(C)C)cc1	-7%	-3	0.1	-2%	-14%
35	COC(=O)[C@@H]1CC(O)CN1C(=O)C12CC3CC(CC(C3)C1)C2 (some centres undefined)	-2%	0	0.7	3%	-20%
36	COc1ccccc1NC(=O)c1cc2cc(Br)ccc2cc1O	3%	3	13	-10%	-18%
37	COc1ccc(NC(=O)CCC(=O)N2CCC(c3ccccc3)=N2)cc1S(=O)(=O)N1CCCCC1	10%	3	x	3%	-6%

nr	rTrxR1 inhibitor	D2 antag	TRHR enhancer	D2 ag
31	10%	18	-5	0.6
32	3%[57.1 µM]	-2	-1	-0.5
33	-12%	4	6	0.0
34	12%	-11	1	0.4
35	13%	-12	20	-1.0
36	-6%	-14	-15	7.4
37	8%	x	x	x

# Compounds as they come; about 3.9% have a hit in one of these screens.
